# GC-B act – GC-B (human) receptor activation | P20594 | HEK293-GC-B cells, CNP EC30, cGMP TR-FRET; 0% at EC30 CNP, 100% saturating CNP | activation, % at 10 µM | 370,000 tested, 0.11% active;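 active means activation at 10 µM reaching about 35% in either raw or pattern-adjusted values, limit read from the data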
# TCR-CD3 inh – blocks the human TCR-CD3 interaction; TAMRA-labeled TCR probe fluorescence, biochemical; inhibition, % at 9.4 µM; 360,000 tested, 0.37% active; AID 651800; in the data active means inhibition above about 19%;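 further: recombinant mutant TCR 2C K166C tagged with TAMRA read by polarization; 0% = receptor in buffer alone and 100% = receptor with positive control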
# TDP2 absorb – TDP2 (human) inhibition, absorbance primary screen. AID 720702. recombinant TDP2, T5PNP hydrolysis, p-nitrophenol absorbance 415 nm. 370,000 tested, 0.34% active. inhibition, % at 12.8 µM;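 active means inhibition above the mean of all tested compounds plus 3 SD, set per campaign, cut at about 25% in these data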;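 further: 0% = DMSO with enzyme and 100% = buffer with substrate but no TDP2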
#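 System – recombinant human TDP2 · Quantity – TDP2 enzyme at 120 nM final · Doses – single concentration, 12.8 µM nominal, with 1% DMSO · Incubation – 2 h at 37 °C · Measured by – epi absorbance of p-nitrophenol freed from T5PNP by hydrolysis · Read-out – % inhibition relative to enzyme-containing and enzyme-free wells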
# MBD2 DNA inh – inhibitors of human MBD2 binding to methylated oligonucleotide; 370,000 tested, 0.31% active; inhibition, % at 4.4 µM; TR-FRET; in the data active means inhibition above about 13%
# SIAE inh – human SIAE inhibition, primary screen. SIAE FP-Rh probe binding, fluorescence polarization. 370,000 tested, 0.69% active. inhibition, % at 9.66 µM;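 active means inhibition above a cutoff: mean of compounds within the control limits plus 3 SD of those, cut at about 17% in these data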;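 further: 0% = plate median of compound wells and 100% = probe without SIAE protein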
# Target sequence (Q9HAT2 whole entry, looked up): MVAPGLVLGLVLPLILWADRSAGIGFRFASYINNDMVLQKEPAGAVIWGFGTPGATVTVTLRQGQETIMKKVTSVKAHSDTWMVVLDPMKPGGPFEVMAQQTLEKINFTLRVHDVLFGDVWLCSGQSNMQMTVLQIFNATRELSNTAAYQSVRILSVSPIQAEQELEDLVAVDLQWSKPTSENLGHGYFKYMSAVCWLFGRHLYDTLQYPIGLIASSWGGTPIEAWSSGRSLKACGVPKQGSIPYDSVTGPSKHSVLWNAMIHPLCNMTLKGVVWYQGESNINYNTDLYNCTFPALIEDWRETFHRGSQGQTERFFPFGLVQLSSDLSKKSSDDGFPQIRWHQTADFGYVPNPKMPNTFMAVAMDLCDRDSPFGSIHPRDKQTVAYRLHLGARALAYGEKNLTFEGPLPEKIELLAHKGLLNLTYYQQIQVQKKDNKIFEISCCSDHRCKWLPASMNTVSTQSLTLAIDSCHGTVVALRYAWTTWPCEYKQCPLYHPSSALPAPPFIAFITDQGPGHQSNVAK
# LEDGF integ inh – blocks HIV-1 LEDGF/p75-dependent DNA integration; TR-FRET IN-LEDGF/p75 DNA integration, Eu/Cy5; inhibition, % at 3.7 µM; 370,000 tested, 0.64% active;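 active means inhibition above the screen-wide mean plus 3 SD, cut at about 13% in these data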;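 further: signal is the Cy5 over europium emission ratio at 671 and 618 nm; 0% = plate median of compound wells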
# PRMT1 FP inh – blocks human protein arginine methyltransferase 1. recombinant PRMT1, activity-based probe fluorescence polarization. inhibition, % at 2.79 µM. 370,000 tested, 1.3% active. AID 652257;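 active means inhibition above about 21% made by adding two undisclosed values, limit read from the data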
# Target sequence (Q99873 whole entry, looked up): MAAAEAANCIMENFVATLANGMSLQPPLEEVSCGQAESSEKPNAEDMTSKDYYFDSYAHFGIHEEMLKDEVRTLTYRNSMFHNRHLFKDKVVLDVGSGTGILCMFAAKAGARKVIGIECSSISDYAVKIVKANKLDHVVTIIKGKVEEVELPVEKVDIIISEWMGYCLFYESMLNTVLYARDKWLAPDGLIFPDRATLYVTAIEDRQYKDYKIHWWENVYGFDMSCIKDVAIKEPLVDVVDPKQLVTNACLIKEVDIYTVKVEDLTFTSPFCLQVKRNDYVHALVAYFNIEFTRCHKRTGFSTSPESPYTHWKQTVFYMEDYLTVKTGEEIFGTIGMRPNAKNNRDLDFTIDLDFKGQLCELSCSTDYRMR
# mABHD4 FP – ABHD4 (mouse) inhibition, primary FP screen | purified mABHD4, FP-Rh probe fluorescence polarization | inhibition, % at 8.92 µM | 370,000 tested, 0.54% active | AID 720543;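 active means inhibition exceeding the mean over every tested compound plus 3 SD, cut at about 30% in these data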;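 further: 0% = plate median of compound wells and 100% = S159A mutant with DMSO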
#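 Test system: mouse ABHD4 enzyme, wild type. Reagent: FP-Rh fluorescent activity-based probe, added after compound pre-incubation. Timing: pre-incubation 45 min, probe exposure 60 min, at 25 °C. Technique: FP readout, ex 525 nm / em 598 nm. Benchmarks: high control S159A mutant with DMSO, low control median of compound wells.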
# rCAG binder – r(CAG) repeat RNA binding; TO-PRO-1 dye displacement fluorescence; inhibition, % at 3 µM; 370,000 tested, 1.3% active; AID 651821;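 active means inhibition above the plate cutoff, the mean of all test compounds on that plate plus 3 SD, cut at about 35% in these data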;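 further: 0% = DMSO alone and 100% = 100 µM mitoxantrone as full dye displacement; higher means more dye released from RNA so lower well fluorescence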
# HTRA1 inhibitor – blocks human HTRA1 serine peptidase; 340,000 tested, 0.5% active; inhibition, % at 5.96 µM; AID 504803; recombinant HTRA1, FP-rhodamine activity-based probe, fluorescence polarization; in the data active means inhibition above about 36%;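 further: 0% = enzyme with DMSO and 100% = wells lacking enzyme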
# Starred values were filed as active, the others as inactive; . = no result given.
SMILES,GC-B act,TCR-CD3 inh,TDP2 absorb,MBD2 DNA inh,SIAE inh,LEDGF integ inh,PRMT1 FP inh,mABHD4 FP,rCAG binder,HTRA1 inhibitor
CN1CCN(c2ccccc2NC(=O)c2sc3ccccc3c2Cl)CC1,-8,4,6,-1,-1,0,-3,2,-4,-14
Cc1cc(CN(C)C(=O)c2cc(COc3ccc4ncccc4c3)on2)on1,4,3,5,1,4,-2,-1,2,-5,1
COc1cc(NC(=O)c2cc(-c3ccco3)on2)cc(OC)c1OC,1,-7,5,-3,-3,0,5,8,5,-8
CSC[C@H]1CN(Cc2ccccc2)C(=O)[C@@H]1CC(=O)Nc1ccccc1,5,-2,-1,5,-5,-3,5,0,4,3
CC(OC(=O)c1ccccc1C(=O)N(C)C1CCCCC1)C(=O)NC1(C#N)CCCCC1 (centres undefined),0,-3,-12,0,2,2,-1,1,0,-5
COc1ccc(CCNC(=O)Cn2nnc(C(=O)Nc3cc(C)ccc3C)c2N)cc1OC,3,3,6,-1,-5,2,0,-1,0,-4
CCOC(=O)CC(NS(=O)(=O)c1ccc(OC)c(C)c1)c1cccc([N+](=O)[O-])c1 (centres undefined),-6,-4,-3,-2,-10,-1,2,5,0,-3
O=C1OCCOC2CCCc3oc(-c4ccccc4)c1c32 (centres undefined),1,2,-7,-7,-3,3,-3,0,2,.
O=C(Oc1ccc(F)cc1)c1ccc2c(=O)n3c(nc2c1)CCC3,-3,0,5,3,-17,-1,5,-15,5,-13
CN1CCN(S(=O)(=O)c2ccc3c(c2)C(C)(C)C(=O)N3C)CC1,2,2,-10,-2,-6,-2,-5,4,0,-6
COc1cccc(NC(=O)C2CCN(S(=O)(=O)c3ccc4c(c3)NC(=O)CO4)CC2)c1,-4,5,8,2,2,2,5,-1,1,-6
COc1ccc(C(C#N)N2CCC(c3ccccc3)=N2)cc1OC (centres undefined),4,9,3,0,4,2,2,2,0,-5
CCN(CC)c1nc2ccccc2nc1-n1nc(C)cc1C,-7,0,-12,-1,1,1,0,-3,-1,3
C#Cc1ccc(NC(=O)C2(C)CCN2C(=O)Cc2ccc(C(C)C)cc2)cc1 (centres undefined),-3,-3,-8,0,2,-3,-2,-17,4,.
Cc1ccc(-c2nnn(CC(=O)N(c3ccccc3F)C(CC(C)C)C(=O)NCC3CCCO3)n2)cc1 (centres undefined),4,-2,0,-7,0,3,-1,3,0,-7
Cc1cc(C(=O)Nc2c(F)c(F)c(F)c(F)c2F)n(-c2ccccc2)n1,4,8,-1,-6,2,0,0,5,-1,-3
O=C(Nc1nnc(C2=COCCO2)o1)c1cccc(C(F)(F)F)c1,-1,1,10,-6,15,0,0,5,8,4
CCOC(=O)c1ccc(-c2ccc(C(=O)Nc3cccnc3)o2)cc1,-7,-3,-11,-5,-19,-2,12,-15,10,-35
CCOC(=O)c1c(N2C(=O)CC(Sc3ccccc3C(=O)O)C2=O)sc2c1CCCC2 (centres undefined),3,0,-5,1,0,2,53*,11,24,-17
CCOC(=O)Cn1c(=O)oc2cc(S(=O)(=O)N3CCCc4ccccc43)ccc21,15,-2,-4,1,-2,1,-2,-1,5,-10
CCN(CC)CC#CCC(O)(c1ccccc1)c1ccccc1,-13,4,-14,0,-5,3,-9,2,-11,4
O=c1c2ccccc2nc(-c2ccccc2)n1Cc1ccc(Cl)cc1,-5,-1,2,0,-2,-1,1,11,-7,-9
COc1ccc(CNC(=O)CS(=O)(=O)Cc2nc(-c3ccc(OC)cc3)oc2C)cc1,-2,5,-4,-3,2,0,-2,2,-1,-4
O=c1c2ccccc2ncn1-c1cccc(Cl)c1,3,3,9,2,-5,0,2,-3,4,1
COc1ccc(N(CC(=O)Nc2ccc(S(=O)(=O)N3CCOCC3)cc2)S(C)(=O)=O)cc1OC,2,0,1,-5,-11,-1,-4,-3,3,1
CN(Cc1cnccn1)Cc1ccccc1OCC(O)CN1CCc2ccccc2C1 (centres undefined),-5,-7,-4,5,-4,-2,1,5,-8,-3
CCOC(=O)C1(C)CCN1C(=O)c1cc(-c2ccc(Cl)cc2)oc1C (centres undefined),-3,7,1,-1,7,-2,1,-1,-1,.
CCN(CC)c1ccc(C(=O)NNC(=O)CCNC(=O)c2ccccc2)cc1,5,6,2,0,9,0,-1,6,-3,1
O=C(COCc1cc(-c2ccc3c(c2)OCO3)on1)N1CCN(c2cccc(C(F)(F)F)c2)CC1,0,9,18,1,12,1,1,0,5,-13
O=S1(=O)c2ccc(N3CCSCC3)cc2Oc2ccccc2CN1Cc1cn(Cc2cccc(C(F)(F)F)c2)nn1,0,.,-2,-6,-5,2,0,-5,13,.
CC(=O)NC1CCCc2c1cnn2-c1ccc(C(C)(C)C)cc1 (centres undefined),-5,-7,-1,0,4,-7,1,2,-8,6
CC(C)C[C@H]1COc2cc(N3CC[C@@H](O)C3)ccc2S(=O)(=O)N1,5,-8,-2,0,2,-3,3,-3,2,.
COc1ccc(C2(C)ON(c3ccccc3C(F)(F)F)C2=O)cc1 (centres undefined),7,-8,-7,6,-1,-1,4,-6,3,-1
CCOC(=O)c1ccc(NC(=S)N(CCN(C)C)Cc2cccs2)cc1,-3,4,1,3,14,-2,-7,5,-5,-2
N#Cc1ccc(OCC(=O)N/N=C2\CCc3ccccc32)cc1,-3,0,-3,-2,-1,0,1,1,4,-2
C[C@@H]1CN([C@@H](C)CO)C(=O)CCCn2nncc2CO[C@H]1CN(C)S(=O)(=O)c1ccc(F)cc1,1,-5,5,1,-5,0,1,4,3,7
COc1ccc(C2=Nc3ccccc3NC(=O)C2N(CCc2cc(OC)cc(OC)c2)C(C)=O)cc1 (centres undefined),-9,-6,5,-2,4,-5,1,-4,10,.
CNC(=O)c1[nH]cnc1C(=O)Nc1ccccc1C,3,-3,-7,-4,-5,2,2,-1,0,3
Cc1ccccc1C(=O)Oc1ccc(Br)cc1C(=S)N1CCCC1,-9,3,-6,3,-9,-2,4,-9,6,-15
CC(=O)Nc1ccc(S(=O)(=O)Nc2cccc(-n3c(C)nc4ccccc4c3=O)c2)cc1,-4,-3,2,0,1,-2,4,1,5,1
Cc1c(C(=O)O)sc2nc(CSc3nnc(-c4ccc(F)cc4)n3C)[nH]c(=O)c12,-1,6,15,-7,-7,0,2,2,8,3
CCOc1ccc(NC(=O)CSc2nc(C)c3c(c2C#N)CCCC3)cc1,-1,3,-3,-3,-4,-3,-3,0,-1,3
COc1ccc(S(=O)(=O)N(CC(=O)N2CCN(C)CC2)C2CCCCC2)cc1OC,0,5,4,-1,0,2,-2,10,-4,2
CCOC(=O)CN1C(=O)CSc2ccc(S(=O)(=O)N3CCCC3)cc21,0,0,-11,4,-3,-4,0,35*,-2,6
COc1ccc(-n2c(SCC(=O)Nc3cc(C)on3)nc3ccc(O)cc3c2=O)cc1OC,-2,1,13,2,-1,3,-3,-3,0,-7
Oc1ccc(Br)cc1C=Nc1cccn2cc(-c3ccccc3)nc12,-5,-3,6,0,2,3,-2,-2,-3,-4
O=C(CSc1nc(O)c(Cc2ccccc2)c(=O)[nH]1)Nc1ccccc1,2,2,-13,-6,-1,4,16,-7,6,-3
COc1ccc(C(=O)C2=NN(C(C)=O)CC2c2ccco2)cc1 (centres undefined),-3,8,-15,-3,-4,1,-6,-7,0,-7
CCc1ccc(NC(=O)C(=O)N/N=C(\C)CC(=O)NCCOC)cc1,-3,0,-3,-1,7,-4,-2,9,0,0
CS(=O)(=O)N(CC(=O)Nc1ccccc1C(=O)N1CCCC1)c1ccc2c(c1)OCO2,2,4,-18,4,-11,2,-4,-8,-3,1
COc1ccc(/C=N/Nc2ncnc3scc(-c4ccccc4)c23)cc1OC,-3,-4,4,4,-11,2,7,-8,1,-13
COc1ccc(-c2c(C#N)c(N)nc3c2CCCCCC3)cc1OC,1,5,-2,3,2,-2,-1,1,-5,-8
CC1=C(C(N)=O)C(c2ccc(Cl)cc2)n2nc(CCCO)nc2N1 (centres undefined),5,-9,-11,2,-11,-2,5,-3,4,-2
C(=C\c1ccccc1)/CSc1nc2ncccc2[nH]1,-2,-5,-15,-2,3,4,0,-18,4,-8
Cc1c(C(=O)O)c(-c2ccccc2)nn1-c1ccccc1,-1,5,2,3,1,2,-4,3,0,-1
Cc1cc(-c2n[nH]c(=S)n2-c2ccc(F)cc2)nn1C,8,-1,-6,-4,8,5,-4,-2,-1,2
O=C(Cc1ccccc1)Nc1cccc([N+](=O)[O-])c1,0,-1,4,2,-9,-1,-4,1,0,0
CC1CC(=O)C2=C(C1)Nc1nc3ccccc3n1C2c1cccnc1 (centres undefined),0,-1,-6,5,6,-3,2,1,-2,5
COc1ccc(-c2noc(CN(C(=O)c3ccc4c(c3)OCO4)C(C)C)n2)cc1,1,0,-6,3,1,0,-2,-6,-5,-11
CC(NS(=O)(=O)OCC(Cl)(Cl)Cl)c1ccc(C(C)(C)C)cc1 (centres undefined),6,4,-9,-4,-1,-1,2,-32,-3,-43

# Exported as tab-separated lines: part of the list above
SMILES	GC-B act	TCR-CD3 inh	TDP2 absorb	MBD2 DNA inh	SIAE inh	LEDGF integ inh	PRMT1 FP inh	mABHD4 FP	rCAG binder	HTRA1 inhibitor
CC1=C(C(N)=O)C(c2ccc(Cl)cc2)n2nc(CCCO)nc2N1 (centres undefined)	5	-9	-11	2	-11	-2	5	-3	4	-2
COc1ccc(-c2noc(CN(C(=O)c3ccc4c(c3)OCO4)C(C)C)n2)cc1	1	0	-6	3	1	0	-2	-6	-5	-11
CS(=O)(=O)N(CC(=O)Nc1ccccc1C(=O)N1CCCC1)c1ccc2c(c1)OCO2	2	4	-18	4	-11	2	-4	-8	-3	1
CCc1ccc(NC(=O)C(=O)N/N=C(\C)CC(=O)NCCOC)cc1	-3	0	-3	-1	7	-4	-2	9	0	0

# (cont.)
SMILES,GC-B act,TCR-CD3 inh,TDP2 absorb,MBD2 DNA inh,SIAE inh,LEDGF integ inh,PRMT1 FP inh,mABHD4 FP,rCAG binder,HTRA1 inhibitor
Cn1c(CCN2CCCCCC2)nc2cc(NC(=O)Nc3ccccc3)ccc21,4,1,-5,-4,9,2,-2,5,4,7
COc1nc2ccc(C)cc2cc1-c1noc(-c2ccccc2)n1,0,-1,10,5,-4,0,3,-1,7,-17
Oc1c(C(Nc2cccc(C(F)(F)F)c2)c2ccncc2)ccc2cccnc12 (centres undefined),-3,-5,-11,-6,0,0,12,11,6,25
CCOc1ccccc1CN1CCC(n2nccc2NC(=O)CCCc2ccccc2)CC1,-2,1,-14,8,-9,1,5,-15,-9,-3
O=C(Oc1cccc([N+](=O)[O-])c1)c1cc(-c2ccccc2)nc2ccccc12,-5,-2,3,3,-2,-1,1,-1,6,-5
O=C(NCCCN1CCCC1=O)c1ccc(OC(F)(F)F)cc1,2,9,8,-1,-1,3,-2,-3,-3,5
O=C(Nc1ccccc1N1CCCC1)c1cc(S(=O)(=O)N2CCOCC2)ccc1Cl,-1,-1,-3,3,10,-1,0,1,0,-2
CCc1ccc(/C=C2/C(=O)NC(=O)N2C(C)=O)cc1,0,-1,-1,-1,-1,-1,0,-1,-1,2

# These rows are one share of the data (hit frequency here may not be typical).
